# Screening results as filed in PubChem BioAssay.
# Mot1-301 SUMO: yeast Mot1-301 growth rescue at high temperature, primary screen, SUMOylation pathway inhibitor project, S. cerevisiae, ATP luminescence, 38.5C. growth rescue, % at 18.8 µM. S. cerevisiae Mot1-301 growth rescue; percent above DMSO median, 100 means doubled. 320,000 tested, 1% active;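 active = every valid replicate shows activation above 250% relative to neutral control wells; inactive = the rest, any valid replicate at or below 250%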;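 note: OY570 slx delta 5 strain wells were the positive control but not used for scaling; some compounds called inactive have numbers as strong as hits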
# E coli growth: E. coli V3065 growth inhibition, primary screen, counter-screen for AddAB inhibitor project, absorbance, OD600 | 18 h | inhibition, % at 11.9 µM | 330,000 tested, 0.27% active;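 active = inhibition above the campaign's mean inhibition across all tested compounds plus 3 SD, cut at about 9.9% in these data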;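 note: uninfected addAB+ strain grown without phage in ampicillin broth; 0% = DMSO wells and 100% = ciprofloxacin 0.95 µg/ml wells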
# phage Ecoli inh: growth loss of phage-infected E. coli, primary screen, RecBCD inhibitor project, absorbance, with phage, HTS | inhibition, % at 11.9 µM | 360,000 tested, 0.26% active | AID 651602, 2012; in the data active = inhibition above about 11%
# PKA-R1A activ: activators of PKA-R1A holoenzyme, primary screen, biochemical, fluorescence polarization, Cy5-IP20, bovine R1A, mouse PKAc; cAMP-dependent protein kinase type I-alpha regulatory subunit (Bos taurus) + …; PKA-R1A dissociation; scaled: DMSO 0%, 113 µM cGMP 100%; activation, % at 11.4 µM; 340,000 tested, 0.083% active; AID 504707, 2011;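 active = percent activation above the mean of all tested compounds plus 3 SD, cut at about 19% in these data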;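 note: higher means more PKAc released from R1A so a rise in polarization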
# MOR-DOR ag: agonists of OPRM1-OPRD1 heterodimerization, primary screen, cell-based, luminescence | Mu-type opioid receptor (Homo sapiens) + Delta-type opioid receptor (Homo sapiens), … | cells | activation, % at 9.3 µM | 340,000 tested, 0.3% active; in the data active = activation above about 18%;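 note: 0% = vehicle-treated cells and 100% = reference agonist; values of inactives mirror those of a sister screen read the other way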
# PfHsp90 yeast 2: growth inhibition of PfHsp90-expressing yeast, primary screen, antimalarial PfHsp90 inhibitor project, S. cerevisiae, BacTiter-Glo luminescence, single point, set 2. BacTiter-Glo ATP, 48 h; yeast lacking PDR1 and PDR3 efflux regulators. inhibition, % at 9.4 µM. 310,000 tested, 0.32% active;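 active = every replicate shows inhibition above about 80%, whatever the replicate mean, limit read from the data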;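 note: 0% = DMSO neutral controls and 100% = 20 µM radicicol positive controls; yeast relying on Plasmodium falciparum Hsp90 in place of its own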
# OPRM1-OPRD1 inv: inverse agonists of MOR-DOR heterodimerization, primary screen, cell-based, luminescence | Mu-type opioid receptor (Homo sapiens) + Delta-type opioid receptor (Homo sapiens), … | cell-based MOR-DOR heterodimer luminescence, inverse agonism | inhibition, % at 9.3 µM | 340,000 tested, 0.21% active; in the data active = inhibition above about 22%, passing the limit was not always enough;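 note: 0% = cells with DMSO and 100% = wells without cells with DMSO; values of inactives mirror those of a sister screen read the other way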
# AddAB inh: growth inhibition of E. coli expressing H. pylori AddAB, primary screen, AddAB inhibitor project, absorbance | inhibition, % at 11.9 µM | 330,000 tested, 0.29% active | AID 435030, 2010; in the data active = inhibition above about 12%;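 note: 0% = vehicle wells of infected cells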
# Tat export inh: E. coli Tat export inhibitors, primary screen, MC4100, TorA-mCherry reporter, fluorescence, single point. 340,000 tested, 0.036% active. inhibition, % at 10 µM. AID 488895, 2010;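 active = mean replicate inhibition at least 50% and at least half of replicates individually reaching 50%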;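 note: exported cargo escapes ClpAP degradation while cytoplasmic cargo is degraded and loses fluorescence; 0% = median of neutral control wells and 100% = median of NaSCN control wells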
# HTR5A inv ctr: HTR5A inverse agonists in luminescence cell assay, primary screen, counter-screen for OPRM1-OPRD1 heterodimer inverse agonist project, full-deck HTS | 5-hydroxytryptamine receptor 5A (Homo sapiens), P47898 | AID 504634, 2011 | HTR5A cell line, inverse agonism | 340,000 tested, 0.083% active | inhibition, % at 9.3 µM; in the data active = inhibition mostly above about 23%, no sharp cut-off; inactive = mostly below about 18%;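 note: 0% = cells with DMSO and 100% = no-cell wells with DMSO; some compounds called inactive have numbers as strong as hits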
# Target sequence (P47898 whole entry, looked up): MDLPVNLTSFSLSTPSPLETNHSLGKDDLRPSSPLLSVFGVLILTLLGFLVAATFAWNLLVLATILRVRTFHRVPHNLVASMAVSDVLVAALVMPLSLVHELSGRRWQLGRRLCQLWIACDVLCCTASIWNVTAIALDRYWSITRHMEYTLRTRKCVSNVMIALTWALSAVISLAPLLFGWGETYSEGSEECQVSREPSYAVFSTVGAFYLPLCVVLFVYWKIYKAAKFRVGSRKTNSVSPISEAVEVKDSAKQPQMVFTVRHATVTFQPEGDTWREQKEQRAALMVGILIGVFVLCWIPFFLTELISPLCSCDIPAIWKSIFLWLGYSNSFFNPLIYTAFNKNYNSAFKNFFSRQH
# PKA-R2B act: activators of PKA-R2B holoenzyme, primary screen, biochemical, fluorescence polarization, Cy5-IP20, human | cAMP-dependent protein kinase catalytic subunit beta (Homo sapiens) + cAMP-dependent … | PKA-R2B holoenzyme dissociation; R2B truncated from residue 108, S112A mutant; 0% DMSO only, 100% 113 µM cGMP | activation, % at 11.4 µM | 340,000 tested, 0.079% active;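 active = activation above a cutoff set at the mean over all compounds plus 3 SD, cut at about 18% in these data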;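 note: higher means more holoenzyme dissociation and a rise in polarization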
# Target sequence (P31323 whole entry, looked up, other chains not shown, the tested form may be a part): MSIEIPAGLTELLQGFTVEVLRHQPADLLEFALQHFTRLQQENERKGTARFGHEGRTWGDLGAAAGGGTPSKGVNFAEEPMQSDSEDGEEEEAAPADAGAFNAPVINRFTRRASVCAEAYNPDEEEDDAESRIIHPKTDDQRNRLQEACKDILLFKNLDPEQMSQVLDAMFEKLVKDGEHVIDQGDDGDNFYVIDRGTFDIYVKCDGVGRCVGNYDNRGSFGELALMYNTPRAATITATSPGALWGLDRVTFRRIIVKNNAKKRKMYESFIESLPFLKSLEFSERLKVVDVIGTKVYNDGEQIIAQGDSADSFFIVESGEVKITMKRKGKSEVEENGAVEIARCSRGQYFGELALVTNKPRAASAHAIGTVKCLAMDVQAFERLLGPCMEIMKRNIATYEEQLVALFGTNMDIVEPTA
# The depositor's hits bear a star; i = inactive; / = not tested or not shown.
1	Cc1nc(NC(=O)c2ccncc2)sc1C(=O)N(C)C
2	Cc1onc(-c2ccccc2)c1C(=O)N[C@@H]1C(=O)N2C1SC(C)(C)[C@@H]2C(=O)O (stereo partly specified)
3	CS(=O)(=O)N1CCN(c2ccccc2NC(=O)c2ccc3ccccc3c2)CC1
4	O=C(NCc1ccccn1)C1CCN(Cc2cnn(-c3ccccc3)c2-n2cccc2)CC1
5	CC1CCc2c(sc(NC(=O)CN3CCN(C(=O)c4ccco4)CC3)c2C#N)C1 (stereo unspecified)
6	Cc1ccc(C)c(S(=O)(=O)NC(C)C(=O)Nc2ccc(-c3nc4ccccc4s3)cc2)c1 (stereo unspecified)
7	COCc1nc(-c2ccc(-c3ccccc3)nc2OC)no1
8	COc1ccc(C(=O)c2coc3c2C(=O)C(=O)c2ccccc2-3)cc1
assay / entry,1,2,3,4,5,6,7,8
Mot1-301 SUMO,-12,/,21,-1,-3,2,-1,-72
E coli growth,-2.5,/,-1.7,-0.8,-2.9,-1.1,0.6,0.3
phage Ecoli inh,0.6,4.9,-1.6,0.9,1.1,2.1,1.0,1.2
PKA-R1A activ,-5,4,-1,5,-1,2,-7,4
MOR-DOR ag,-2.5,-1.1,-1.2,-0.6,-1.9,3.2,0.2,6.0
PfHsp90 yeast 2,3,20,2,/,-18,/,/,12
OPRM1-OPRD1 inv,14,6,7,3,10,-16,-1,-30
AddAB inh,-0.4,/,3.5,4.1,-0.2,2.0,1.1,1.0
Tat export inh,0,2,-1,-5,5,-14,7,-13
HTR5A inv ctr,-12,11,-6,-2,-7,5,-12,-11
PKA-R2B act,2,-4,-6,-2,3,-13,-4,-1

9	CCCOc1ccc(C(=O)NCCC(=O)NCCCC(=O)O)cc1
10	CC(=O)Nc1ccc(NC(=O)CSc2nccn2Cc2ccco2)cc1
11	COc1ccc(CN(C)S(=O)(=O)c2nnc(NC(=O)c3cccc(F)c3)s2)cc1
12	CCOC(=O)/C(C#N)=C/c1c(Oc2cccc(C)c2)nc2c(C)cccn2c1=O
13	COc1cccc(-c2nc(CS(=O)(=O)CC(=O)NCCCN3CCc4ccccc4C3)c(C)o2)c1
14	Cc1cc(C)c2c(NC(=S)NC(=O)c3ccccc3)nn(C)c2n1
15	COc1ccc(N2C(=O)CC(N3CCCC4CCCCC43)C2=O)cc1 (stereo unspecified)
16	O=C(Nc1ncccc1Cl)c1ccc2c(c1)OCCO2
assay / entry,9,10,11,12,13,14,15,16
Mot1-301 SUMO,5,-5,-6,158,36,-10,8,-5
E coli growth,-0.6,0.2,1.9,0.3,-0.4,0.8,-0.5,0.0
phage Ecoli inh,2.0,0.2,0.2,2.7,3.0,3.0,1.1,3.0
PKA-R1A activ,-8,0,6,-3,-8,-19,-11,-4
MOR-DOR ag,-0.4,-2.2,-0.4,-2.5,-1.9,-2.1,0.2,-1.6
PfHsp90 yeast 2,-7,-1,-16,-54,16,-12,5,-2
OPRM1-OPRD1 inv,2,12,2,13,8,11,-1,8
AddAB inh,1.0,-0.6,4.9,1.5,-0.2,1.2,-0.5,-0.1
Tat export inh,-4,0,1,-2,3,-4,8,5
HTR5A inv ctr,2,-7,12,36,-13,2,-3,-12
PKA-R2B act,-4,-6,1,-3,13,8,3,-1

# Gathered by group: the entries above containing a cyano group
5	CC1CCc2c(sc(NC(=O)CN3CCN(C(=O)c4ccco4)CC3)c2C#N)C1 (stereo unspecified)
12	CCOC(=O)/C(C#N)=C/c1c(Oc2cccc(C)c2)nc2c(C)cccn2c1=O
assay / entry,5,12
Mot1-301 SUMO,-3,158
E coli growth,-2.9,0.3
phage Ecoli inh,1.1,2.7
PKA-R1A activ,-1,-3
MOR-DOR ag,-1.9,-2.5
PfHsp90 yeast 2,-18,-54
OPRM1-OPRD1 inv,10,13
AddAB inh,-0.2,1.5
Tat export inh,5,-2
HTR5A inv ctr,-7,36
PKA-R2B act,3,-3

# Further results:
17	CC1CN(C(=O)Nc2ccccc2)c2ccccc2-[n+]2ccsc21 (stereo unspecified)
18	O=C(CCn1nnc2ccccc2c1=O)N[C@@H](Cc1ccccc1)C(=O)O
19	Cc1cc(C)cc(C(=O)NC(CC(N)=O)c2ccc(NC3CCCCC3)c([N+](=O)[O-])c2)c1 (stereo unspecified)
20	c1ccc(C2=Nn3c(nnc3-c3ccncc3)SC2)cc1
21	COc1ccccc1/C=N/NC(=O)c1csc(C)c1C
22	CCCCn1c(N)c(N(Cc2ccccc2OC)C(=O)C(C)Oc2ccc(F)cc2)c(=O)[nH]c1=O (stereo unspecified)
23	C=CCn1c(C)cc(C(=O)COC(=O)C2CC(=O)N(Cc3ccccc3)C2)c1C (stereo unspecified)
24	COc1ccc(/C=C/C(=O)c2ccc[nH]2)c(OC)c1OC
assay / entry,17,18,19,20,21,22,23,24
Mot1-301 SUMO,-14,-7,180,-4,256,12,15,12
E coli growth,-3.5,2.7,0.0,-2.4,-1.6,4.4,-5.7,-3.6
phage Ecoli inh,1.3,1.6,0.7,0.6,3.8,3.7,0.6,0.1
PKA-R1A activ,-5,-9,-5,2,2,2,12,-11
MOR-DOR ag,-0.4,-2.3,-1.1,-1.6,-2.4,-0.1,-1.8,-1.2
PfHsp90 yeast 2,12,/,/,6,-169,-23,-10,-24
OPRM1-OPRD1 inv,3,12,6,9,13,0,10,7
AddAB inh,-1.2,1.9,0.6,0.1,-1.9,2.4,-3.1,1.9
Tat export inh,4,6,0,2,-4,-1,5,-4
HTR5A inv ctr,-9,5,-10,-6,3,7,-10,-13
PKA-R2B act,-6,6,-7,0,-6,8,-6,-17

25	COc1ccc(C2/C(=C(/O)c3ccc(C)cc3)C(=O)C(=O)N2CC2CCCO2)cc1OC (stereo unspecified)
26	Cc1ccc2c(c1)NC(=O)C(CC(=O)NCCCN1CCCC1=O)O2 (stereo unspecified)
27	CN(C)Cc1ccccc1Sc1ccc(O)cc1O
28	Cc1nnc(SCC(=O)Nc2sc3c(c2C#N)CCCC3)[nH]c1=O
29	CCOC(=O)c1cnc2c(OC)cccc2c1Oc1ccccc1
30	CCCCN(C)CCNC(=O)CN1C(=O)CSc2ccc(S(=O)(=O)N3CCCC3)cc21
31	CC(C)c1ccc(NC(=S)N2CCN(S(=O)(=O)c3ccccc3)CC2)cc1
32	Cc1ccc(C)c(C(C)NC(=O)CC#N)c1 (stereo unspecified)
assay / entry,25,26,27,28,29,30,31,32
Mot1-301 SUMO,157,214,7,-5,-7,11,-3,2
E coli growth,-0.4,1.0,1.8,-3.0,0.2,-1.3,-0.8,1.1
phage Ecoli inh,4.0,0.8,1.0,2.0,1.1,3.6,-1.2,4.4
PKA-R1A activ,-6,-8,0,1,-9,-11,-9,-5
MOR-DOR ag,2.8,-0.9,-0.5,-4.5,-3.6,-1.2,-1.5,-0.6
PfHsp90 yeast 2,2,8,-8,20,-32,5,10,-4
OPRM1-OPRD1 inv,-20,5,3,19,17,7,8,4
AddAB inh,-1.1,1.4,-0.7,0.7,-1.2,3.2,0.4,3.4
Tat export inh,-3,2,-4,-9,1,-3,3,0
HTR5A inv ctr,4,0,-9,11,12,-2,-16,0
PKA-R2B act,-8,1,-6,-4,-10,-11,-4,-3

33	S=C1NC2=C(CCC/C2=C\c2ccccc2)C(c2ccccc2)N1 (stereo unspecified)
34	O=C(NNc1nc(=O)c2cccnc2s1)c1ccccc1O
35	CCCc1cc2c(=O)c(-c3nc4ccccc4s3)c(COCC(=O)O)oc2cc1O
36	COc1ccc(C(=O)COC(=O)C(O)c2ccccc2)c(OC)c1 (stereo unspecified)
37	COc1cc(C2CC(=O)Oc3c(C(CCN4CCN(c5ccccc5)CC4)c4ccc(N(C)C)cc4)c(OC)cc(OC)c32)cc(OC)c1OC (stereo unspecified)
38	Cc1cc(=O)n(CC(C)O)c(O)c1C#N (stereo unspecified)
39	CC(=O)N1CCc2cc(N=NC3=C(O)CCCC3=O)ccc21
40	O=C(Cn1ccc([N+](=O)[O-])n1)NCc1ccccc1
assay / entry,33,34,35,36,37,38,39,40
Mot1-301 SUMO,5,i,/,-18,-7,-24,/,6
E coli growth,-0.9,-3.4,/,2.4,-2.6,1.0,-0.2,2.7
phage Ecoli inh,2.8,-2.4,3.4,2.4,-1.4,2.5,3.1,1.2
PKA-R1A activ,-3,-11,-11,-3,0,-5,-9,15
MOR-DOR ag,-3.8,-1.3,-0.7,-2.4,-1.9,1.6,-1.8,-0.7
PfHsp90 yeast 2,-14,-139,-3,/,7,24,-25,-31
OPRM1-OPRD1 inv,17,7,4,9,10,-9,9,3
AddAB inh,0.4,-2.8,/,1.0,0.4,4.2,-0.7,7.7
Tat export inh,4,-4,2,-6,5,7,3,6
HTR5A inv ctr,2,1,2,19,-7,2,-17,-12
PKA-R2B act,-9,-6,-6,0,7,-11,-13,10

41	O=C(COC(=O)c1ccc(Cl)nc1)c1ccc2c(c1)OCCO2
42	Cn1c(CSc2ncccn2)nnc1SCC(=O)N1CCCCCC1
43	O=C(NCc1ccccc1)c1ccc(Br)cc1Br
44	CC1=CC(C)(C)N2C(=O)C3(SCC(=O)N3c3ccc(F)cc3)c3cc(C)cc1c32 (stereo unspecified)
45	CN(CC(=O)Nc1ccccc1F)S(=O)(=O)c1ccc2c(c1)n(C)c(=O)c(=O)n2C
46	Cc1ccc(/C=C/C(=O)Nc2cc(S(=O)(=O)N3CCCCCC3)ccc2OCC(F)(F)F)o1
47	Clc1ccc(Cn2cc(/C=N/n3cnnc3)c3ccccc32)cc1
48	CC(NC(=S)Nc1ccc(OC(F)F)cc1)c1ccc(F)cc1 (stereo unspecified)
assay / entry,41,42,43,44,45,46,47,48
Mot1-301 SUMO,-14,158,-2,-5,14,18,103,292
E coli growth,4.7,1.5,-0.3,-2.3,2.8,4.3,-0.4,5.3
phage Ecoli inh,1.5,2.6,2.8,-0.7,0.8,2.5,2.0,7.2
PKA-R1A activ,-11,-19,2,-3,-3,-5,-10,-6
MOR-DOR ag,-0.6,-2.6,-1.6,9.9,-0.8,0.0,4.6,5.1
PfHsp90 yeast 2,1,-2,20,/,20,-5,-20,-6
OPRM1-OPRD1 inv,3,13,9,-54,4,0,-21,-27
AddAB inh,1.9,1.3,-2.9,1.6,4.1,1.5,1.9,5.8
Tat export inh,-3,-8,0,10,-3,-8,2,0
HTR5A inv ctr,9,11,2,-12,9,-3,-8,12
PKA-R2B act,8,-13,-5,-4,-6,2,-9,-13
